ERK EGF inh = qHTS Assay for Inhibitors of the ERK Signaling Pathway using a Homogeneous Screening Assay; Stimulation with EGF. AID 1454, 2008. Potency, µM (series often up to 11.5 µM), for inactives: at the highest dose activity change, negative = inhibition, usual class: inhibitors. HEK293-V1b, EGF-stimulated phospho-ERK AlphaScreen. 0.41% of 130,000 active; active = well fitted inhibition curve with a large enough effect; inconclusive = small, poorly fitted or top-dose-only effect, or effect the other way;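 also: plate controls were stimulated vehicle wells for no effect and unstimulated vehicle basal for full effect; nearly all actives have a fitted effect of over 55% in size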
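After overnight plating in 1% FBS, HEK293-V1b cells received test compound for half an hour, then a 5 min pulse of EGF (25 nM); ERK phosphorylation in lysates was read by bead-based AlphaScreen.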
* hit, by the source's call; ? = inconclusive; [ ] = dose if it differs, or a comment. Potency is read from the fitted curve at half-maximal effect. Not all compounds are listed. The share of hits here may be higher or lower than overall.

SMILES | ERK EGF inh
CC(C)(C)c1cc(OC(=O)c2ccccc2F)ccc1O | -14%
COc1ccc(N(CC(=O)Nc2c(C)n(C)n(-c3ccccc3)c2=O)S(=O)(=O)c2ccc(F)cc2)cc1 | -3%
CC(C)CNC(=O)NC1(C(F)(F)F)Oc2ccccc2O1 | -1%
O=C(Nc1ccc(Cl)c(Cl)c1)Nc1nnc(-c2ccncc2)s1 | -7%
CCN(CC)c1ccc(/C=N/NS(=O)(=O)c2ccc(CNC(C)=O)cc2)cc1 | -2%
O=c1c(OC2OC(CO)C(O)C(O)C2O)c(-c2ccc(O)c(O)c2)oc2cc(O)cc(O)c12 (centres undefined) | -4%
Cc1cc(C(=O)Nc2ccc(N3CCCC3)c(Cl)c2)ccc1[N+](=O)[O-] | -2%
CN(C)S(=O)(=O)c1ccc(C(=O)NCC(=O)N/N=C/c2ccco2)cc1 | -4%
O=C(N/N=C/c1ccc(N2CCOCC2)cc1)c1ccc(O)cc1 | 0%[57.5 µM]
O=C(Nc1ccnc(-c2cccnc2)n1)c1cccs1 | 0%
COC(=O)c1ccccc1NC(=O)CN1CCN(c2ccccn2)CC1 | 0%
O=C(Nc1cc([N+](=O)[O-])ccc1Cl)c1ccc2c(c1)OCO2 | -7%
CC(=O)Nc1ccc(OCC(O)Cn2nc(C)c(Br)c2C)cc1 (centres undefined) | 2%
O=C(CSc1nc2[nH]ncc2c(=O)n1-c1ccccc1)N1CCCCCC1 | -22%
COc1cc(OC)nc(NC(=O)NS(=O)(=O)c2ccc(F)cc2)n1 | 3%
COc1cc(/C=N\NC(=O)CNC(=O)C(c2ccccc2)c2ccccc2)ccc1O | 6%[57.5 µM]
Cc1ccc(Nc2nc(C)c3c(n2)CC(C)CC3=O)c(C)c1 (centres undefined) | 0%[57.5 µM]
COc1ccc(OCc2cccc(C(=O)NN)c2)cc1 | -6%[57.5 µM]
CN(C)/C=N/c1[nH]ncc1C#N | 5%
Cc1c(NC(=O)C2CC(c3cccc(Br)c3)=NO2)c(=O)n(-c2ccccc2)n1C (centres undefined) | -4%
COc1ccc(N2CCN(CC(=O)Nc3ccccc3SC)CC2)cc1 | ?
O=C(Nc1ccccc1)[C@@]12C[C@@H]1/C(=N/O)c1ccccc1O2 | -11%
COc1cc(CO)ccc1OCC(=O)Nc1ccc(Br)cc1 | 0%
O=C(O)CCc1ccc(-c2ccc(Cl)cc2)n1NC(=O)c1ccc(O)cc1 | 9%

Reformatted with each value named: 2 of the compounds above
Cc1ccc(Nc2nc(C)c3c(n2)CC(C)CC3=O)c(C)c1 (centres undefined)
  ERK EGF inh = 0%[57.5 µM]
COc1ccc(N2CCN(CC(=O)Nc3ccccc3SC)CC2)cc1
  ERK EGF inh = ?

Next entries follow:
SMILES | ERK EGF inh
O=C(N/N=C/c1ccc(OC(=O)c2ccccc2)cc1)c1cccc(O)c1 | -3%
NC(Cc1cc(I)c(Oc2cc(I)c(O)c(I)c2)c(I)c1)C(=O)O (centres undefined) | 0%
Cc1ccc2nc(SCC(=O)Nc3ccc(C(N)=O)cc3)[nH]c2c1 | 29%
COc1ccc(-c2noc(C3CCCN(C(=O)c4ccc(C)cc4)C3)n2)cc1 (centres undefined) | -4%[57.5 µM]
Cc1ccc2[nH]c(O)c(N=NC(=O)c3ccc(NS(=O)(=O)c4cccs4)cc3)c2c1 | -16%[57.5 µM]
CC(=O)Nc1nc2c(c3c1c(=O)oc1ccccc13)CC(C)CC2 (centres undefined) | 5%
Cc1cc(C)n(CCC(=O)N/N=C/c2c(O)ccc3ccccc23)n1 | -4%[57.5 µM]
Cc1cc(NC(=O)c2ccc(NC(=O)C(C)Oc3ccccc3)cc2)no1 (centres undefined) | -1%
CN(C)[C@@H](CO)c1nnc([C@H](CC(=O)O)NC(=O)C2CCNCC2)o1 | -3%[57.5 µM]
Cc1cccc(CC2CC(=O)N(CCc3ccc4c(c3)OCO4)C2=O)c1 (centres undefined) | -12%
CCOC(=O)C1(Cc2cccc(F)c2)CCN(C(=O)C2CCOCC2)CC1 | -13%[57.5 µM]
Nc1c(N(CCO)C(=O)COc2ccc(Cl)cc2)c(=O)[nH]c(=O)n1Cc1ccccc1 | 1%
Cc1cccc(N2C(=O)C(O)=C(C(=O)c3cccs3)C2c2ccc(Cl)cc2)n1 (centres undefined) | -8%[57.5 µM]
CN1CCN(C2CC(=O)N(CCc3ccccc3)C2=O)CC1 (centres undefined) | 0%[57.5 µM]
O=C(Nc1ccccc1)c1ccc(-c2ccc(Br)cc2)o1 | ?
O=C(COC(=O)CCc1nc2ccccc2s1)Nc1ccc(Cl)cn1 | 6%
CC(=O)Cn1c2ccccc2n2nc(CCC(=O)O)c(=O)nc12 | -9%
Cc1nc2cc(NC(=O)NC3CC3)ccc2n1C | -3%
Cc1ccsc1/C=N/NC(=O)CNC(=O)c1ccc(S(=O)(=O)N(C)C)cc1 | 3%
Cc1ccc(NC(=O)COc2ccc(-n3cnnn3)cc2)cc1C | -13%
O=C(O)COCC(=O)NCc1nc(-c2ccc(C(F)(F)F)cc2)no1 | -7%[57.5 µM]
COc1ccccc1/C=N/NC(=O)C(C)Cn1cnc2ccccc21 (centres undefined) | -1%
ONc1cccnc1-n1nc(C(F)(F)F)cc1C(F)(F)F | 4%
Cn1cccc1-c1nc2ccccc2n1C | -2%
Cc1cccc(C)c1NC(=O)CN(C)CC(=O)Nc1ccc(F)c(Cl)c1 | 3%
CN1CCC2(CCN3CCc4c(oc5ccccc45)C3C2)N(C)C1=O (centres undefined) | 17%
Nc1nc(NCC2CCCO2)nc(NCC2CCCO2)c1[N+](=O)[O-] (centres undefined) | 5%
COc1ccc(/C=C/C(=O)NCCc2ccc(S(N)(=O)=O)cc2)cc1 | 9%
COC(=O)c1ccc(C23CC4(C2)[C@H](CN(C)[C@@H]4c2ccccc2)C3c2ccc(C(F)(F)F)cc2)cc1 (some centres undefined) | -2%
O=C(Nc1ccc(N2CCOCC2)nc1)c1ccc(C(F)(F)F)cc1 | 7%
COc1ccc(-n2c(SCC(=O)NNC(=O)c3ccc(C)cc3)nnc2-c2ccncc2)cc1 | -3%
Cc1c(Cl)cccc1NC(=O)CNc1cccc(S(=O)(=O)N(C)C)c1 | 4%
CN(Cc1ccccc1)C(=O)COC(=O)c1cc(NS(=O)(=O)c2cccs2)ccc1O | -5%
NC(=S)NCc1cccnc1 | -8%[57.5 µM]
COc1ccc(CNC(=O)C(=O)NCC2OCCN2S(=O)(=O)c2cccs2)cc1 (centres undefined) | -3%
Cc1cccc2sc(NNC(=O)C3COc4ccccc4O3)nc12 (centres undefined) | 4%
CCOC(=O)C1CCCN(c2c(NCCc3ccccc3)c(=O)c2=O)C1 (centres undefined) | 1%[57.5 µM]
Cn1c(=O)c2c(ncn2CC(O)CNc2ccc(F)cc2)n(C)c1=O (centres undefined) | -6%[57.5 µM]
O=S(=O)(c1ccc(NCc2ccc(F)cc2)nc1)N1CCCC1 | -5%
O=C1CCCc2c1cc(C(=O)NCCCN1CCOCC1)c(=O)n2-c1ccc(Cl)cc1 | 5%
Nc1ccc(/C=C/C(=O)c2ccco2)cc1 | -2%
COc1cccc(/C=N/NC(=S)Nc2cccc(C(=O)O)c2)c1O | 3%
CCOC(=O)c1c(C)[nH]c(C(=O)COC(=O)C(C)Oc2ccc(Cl)cc2Cl)c1C (centres undefined) | -2%
CNC(=O)/C(C#N)=C/c1cn(CC(=O)NCc2ccco2)c2ccccc12 | 8%
COC(=O)c1cc(NC(=O)c2ccc([N+](=O)[O-])cc2)c(=O)oc1C | -7%
CN(Cc1nc(Cc2cccc(F)c2)no1)CC1COCCO1 (centres undefined) | -2%
O=C(N/N=C1\CCc2ccccc21)c1ccc(O)cc1 | -13%
Cn1c(Cl)c(/C=N/OC(=O)C(C)(C)C)c2ccccc21 | -3%
CC(C)NC(=O)C1CCN(C2CCN(C(=O)C3=CCCC3)CC2)CC1 | 7%
Cc1ccc(NC(=S)N(C)C)cc1C | -5%[57.5 µM]
O=C(CN1CCCCCCC1)N/N=C/c1ccc(F)c(F)c1 | -1%
CSc1nc(SCCN(C)C)c2c3c(sc2n1)COC(C)(C)C3 | -17%[57.5 µM]
CCOc1cc(/C=N\NC(=O)C2C(=O)NCC2c2ccccc2)ccc1OC (centres undefined) | 7%
NS(=O)(=O)c1ccc(NC(=S)NC(=O)c2ccc(Br)o2)cc1 | -5%
c1ccc(C(c2ccccc2)N2CCCC3(CCNCC3)C2)cc1 | 7%
CCN(CC)C(=S)SCC(=O)Nc1ncc2c(n1)CC(C)(C)CC2=O | -19%[57.5 µM]
S=C(Nc1ccccc1)NC1CCN(Cc2ccccc2)CC1 | ?
CSC1=N/C(=C\c2ccc(C)s2)C(=O)S1 | -16%
CCCCSc1nc2ccccc2[nH]1 | 11%
CCOC(=O)N1C(=O)C2(CCCCC2)N(c2ccccc2Cl)C1=S | 3%
Continued:
SMILES | ERK EGF inh
COc1ccccc1CNC(=O)COC(=O)Cn1cnc2ccccc21 | 10%
CSc1ccc(/C=N/n2c(Cc3ccc(Br)cc3)n[nH]c2=S)cc1 | ?
COc1ccc(CCNC(=S)NC(=O)c2c(-c3ccccc3Cl)noc2C)cc1OC | -3%[57.5 µM]
COc1ccc(-n2nc([N+](=O)[O-])c(=NCCC3=CCCCC3)n2O)cc1 | 28µM*
CN1CCN(c2ncc3c(n2)CC(c2ccccc2F)CC3=O)CC1 (centres undefined) | 2%[57.5 µM]
Cc1cccc(OP(=O)(Nc2c(C)n(C)n(-c3ccccc3)c2=O)Oc2cccc(C)c2)c1 | -5%
O=C(c1ccccc1F)N1CCN=C1c1ccccc1 | 2%
COc1cc(O)c(C(CC(=O)N2CCCC2)c2cc(OC)c(OC)c(OC)c2)c(OC)c1 (centres undefined) | -2%[57.5 µM]
O=C(Nc1ccccc1C(=O)NCCN1CCOCC1)c1ccc(Cl)cc1Cl | -26%
c1ccc(-c2cn3nc(-c4ccccc4)cnc3n2)cc1 | -20%
O=C(CN1CCCCC1)NCC1(c2ccccc2)CCCC1 | -13%
O=C1CC(c2cccc([N+](=O)[O-])c2)c2cc3c(cc2N1)CCC3 (centres undefined) | -11%
CC1(C)CC(=O)c2cc(C(=O)NNc3ccccc3)c(=O)n(-c3ccccc3)c2C1 | -1%
COCCN(Cc1nc(C2(c3ccc(C)cc3)CCCC2)no1)C(C)C | 6%
O=C(c1ccccc1[N+](=O)[O-])n1cnc2ccccc21 | 0%
COC(=O)c1ccc(COc2ccccc2/C=N/NC(N)=O)o1 | 6%[57.5 µM]
O=C(Nc1ccc(CN2CCOCC2)cc1)c1cc2ccccn2n1 | 4%
NC(=O)CC(NC(=O)Cc1ccc(Br)cc1)c1ccc(NCCOc2ccccc2)c([N+](=O)[O-])c1 (centres undefined) | -13%[57.5 µM]
Cc1ccsc1C(=O)C1CCCN(Cc2cc(F)ccc2-n2cccn2)C1 (centres undefined) | -13%
CN1CCCN(C(=O)CC(c2ccccc2)c2ccccc2)CC1 | -4%
O=C(CN1C(=O)/C(=C\c2cccs2)SC1=S)Nc1cccc(C(=O)O)c1 | -4%[57.5 µM]
CC(/C=C/c1ccc2c(c1)OCO2)=N/NC(=O)C1COc2ccccc2O1 (centres undefined) | 2%
COc1cccc(C(=O)C2CCCN(Cc3cccc(-n4nc(C)cc4C)c3)C2)c1 (centres undefined) | -16%[57.5 µM]
COc1ccc(-c2cc(C(F)(F)F)n3nc(C(=O)N(C)Cc4ccccc4)cc3n2)cc1OC | -3%

4 entries from above, set out differently:
> O=C(c1ccccc1[N+](=O)[O-])n1cnc2ccccc21
  ERK EGF inh: 0%
> O=C(CN1C(=O)/C(=C\c2cccs2)SC1=S)Nc1cccc(C(=O)O)c1
  ERK EGF inh: -4%[57.5 µM]
> NC(=O)CC(NC(=O)Cc1ccc(Br)cc1)c1ccc(NCCOc2ccccc2)c([N+](=O)[O-])c1 (centres undefined)
  ERK EGF inh: -13%[57.5 µM]
> COc1ccc(-c2cc(C(F)(F)F)n3nc(C(=O)N(C)Cc4ccccc4)cc3n2)cc1OC
  ERK EGF inh: -3%

(more compounds)
SMILES | ERK EGF inh
N/C(=N\OC(=O)c1ccc2ccccc2c1)c1cccc([N+](=O)[O-])c1 | 5%
CSc1ccc(N=Nc2c(C)[nH]n(C)c2=O)cc1 | ?
COc1ccc(C(=O)c2ccccc2O)c(O)c1 | 18%
N#CCC(=O)c1sccc1-n1cccc1 | 7%
O=C(CSc1nnc(Nc2ccccc2)s1)Nc1cccc(S(=O)(=O)N2CCCCC2)c1 | 1%
CN=C(c1ccccc1)c1c(C)cccc1C | -1%
CC(=O)c1c(C)nc(-c2ccccc2)nc1N | -12%
CCOc1c2ccoc2nc2c(OC)c(OC)ccc12 | -6%[57.5 µM]
O=C(O)CCCC(=O)Nc1nncs1 | -8%
Cc1cc(Nc2nn(C)c(N)c2C#N)ccc1F | -10%[57.5 µM]
Nc1nonc1C(=O)N/N=C/c1ccc(Br)o1 | -7%[57.5 µM]
COc1cccc([C@@H]2Oc3ccc(Br)cc3C[C@H]2OC(=O)Nc2ccc(C)c(Br)c2)c1 | -5%
O=C(Cn1cncn1)NCCC(c1ccccc1)c1ccccc1 | -10%
COc1ccc(CCNC(=O)C2CC(c3ccccc3C(F)(F)F)=NO2)cc1 (centres undefined) | -9%[57.5 µM]

Fetched one by one from the list above, two records:
SMILES | ERK EGF inh
N/C(=N\OC(=O)c1ccc2ccccc2c1)c1cccc([N+](=O)[O-])c1 | 5%
CSc1ccc(N=Nc2c(C)[nH]n(C)c2=O)cc1 | ?
